Mm-Cpn inhibitor: inhibitors of Methanococcus maripaludis chaperonin (MmCpn). Potency, µM (series often up to 76.9 µM), for inactives: at the highest dose activity, negative = inhibition, usual class: inhibitors. purified Mm-Cpn ATPase, ADP Transcreener TR-FRET. hit rate 0.031% among 330,000; note: potency is the fitted concentration of half-maximal effect; % is set by controls: 0 for no effect and ±100 for the full control effect; nearly all actives have a fitted effect of over 80% in size
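TR-FRET (320 nm excitation; 590 and 665 nm emission) reports ADP made from 10 uM ATP by 25 nM enzyme; compounds were preincubated 10 min, reaction run 30 min, both at 37°C.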
Nrf2 block: inhibitors of Nrf2 signaling | A549 ARE-Fluc reporter, luciferase luminescence, 18-24 h | Potency, µM (highest dose often 46 µM), without a hit: top-dose activity change, negative = inhibition, actives largely listed as inhibitors | hit rate 2.1% among 360,000 | AID 504444; note: potency is the fitted concentration of half-maximal effect; % is set by controls: 0 for no effect and ±100 for the full control effect; nearly all actives have a fitted effect of over 60% in size
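In this cell-based qHTS, ARE-driven firefly luciferase in A549 cells reports Nrf2 activity; the luminescent signal after BugLite lysis is the measured value, with a prior CellTiter-Fluor read for cell health.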
A549 viability: counter-screen for Nrf2 inhibitors: cytotoxicity in A549 cells; Potency, µM (titrated, usually from 46 µM), for inactives: at the highest dose activity change, negative = cytotoxicity, usual class: inhibitors; A549 ARE-Fluc cells, CellTiter-Fluor viability, 18-24 h; AID 504648; hit rate 0.16% among 390,000; note: potency is the fitted concentration of half-maximal effect; % is set by controls: 0 for no effect and ±100 for the full control effect
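Cytotoxicity counterscreen: CellTiter-Fluor fluorescence was measured in A549 ARE_Fluc cells after 18-24 h of compound exposure in a concentration series. The subsequent BugLite luminescent read reports ARE-luciferase activity.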
Nrf2 activator: Nrf2 pathway activation; Potency, µM (highest dose often 46.1 µM), inactives show at the highest dose activation, actives largely listed as activators; hit rate 0.31% among 410,000; AREc32 ARE-luciferase reporter (MCF7-derived line), luminescence, 24 h; AID 624171; note: potency is the fitted concentration of half-maximal effect; % of control where 0% means no effect; nearly all actives have a fitted effect of over 65% in size
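AREc32 cells carrying an ARE-driven firefly luciferase reporter were seeded at 1000 cells/well in OPTI-MEM with 5% FBS, then exposed to compound for 24 hr at 37 deg C. Luminescence was read with Steady-Glo after 30 min at RT.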
CCT modulator: modulators of cytosolic chaperonin (CCT/TRiC) activity | purified chaperonin ATPase assay, HTRF ADP detection, 30 min | activity change, % (test concentration not listed), hits read low | hit rate 0.3% among 360,000 | AID 651819; in the data active = activity change below about -30%; note: % is set by controls: 0 for no effect and ±100 for the full control effect
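Nucleotide hydrolysis assay: TRiC at 20–40 nM final (set by batch activity) with 10 uM ATP, 30 min at 37 °C, in presence of 76 uM compound. Detection by competitive ADP HTRF, 30 min ambient.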
TGFb SMAD3 inh: inhibitors of TGF-b signaling | HepG2 CAGA-GFP TGF-b/SMAD3 reporter, GFP fluorescence, 18 h; TGF-beta stimulated, 500 pg/mL final | Potency, µM (doses to about 46.1 µM), inactives show at the highest dose activity, negative = inhibition, most hits filed as inhibitors | hit rate 1.2% among 410,000 | AID 588855; note: potency is the fitted concentration of half-maximal effect; % is set by controls: 0 for no effect and ±100 for the full control effect; nearly all actives have a fitted effect of over 65% in size
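Inhibition was scored as loss of TGF-beta-induced (500 pg/mL final, 18 hours, 37 degrees C) GFP in HEPG2 cells carrying a CAGA-GFP reporter, in DMEM with 1% FBS. Well GFP was summed per cell; Activity was normalised to unstimulated and stimulated DMSO wells, then concentration-response fitting.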
Abeta rescue: restores growth of yeast expressing A-beta42 peptide | yeast expressing A-beta42, growth rescue, OD600, 48 h; response scale: 0% DMSO, 100% iron-clioquinol control | Potency, µM (highest dose often 46.1 µM), for the others: at the top dose growth rescue, hits mostly activators | hit rate 0.063% among 410,000; note: potency is the fitted concentration of half-maximal effect; nearly all actives have a fitted effect of over 55% in size
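Yeast A-beta toxicity model in growth medium with pinned compounds, 48 h at 30 C; growth read as absorbance at 600 nm. Normalized to FeCl3/clioquinol equimolar mix (positive) and DMSO (negative).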
Akt phos inh: Akt phosphorylation inhibition | Neuro2A IGF-stimulated pAkt S473 HTRF, 20 min; hits give low values | activity change, % for hits at 50 µM | hit rate 0.32% among 360,000; in the data active = activity change below about -80%; inconclusive = mostly about -51% to -80%; note: % is set by controls: 0 for no effect and ±100 for the full control effect
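Single-point screen (50 µM final compound) in Neuro2A cells stimulated 20 min with 6 nM IGF at 37 deg C. After lysis, Ser473-phosphorylated Akt read by HTRF (ex 330 nm, em 615/665 nm) as the 665/615 ratio.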
HepG2 tox: counter-screen for TGF-b inhibitors: cytotoxicity in HepG2 cells. HepG2 CAGA-GFP viability, ATP luminescence, 18 h. Potency, µM (highest dose often 46.1 µM), for the others: at the highest dose activity change, negative = cytotoxicity, actives largely listed as cytotoxic. hit rate 0.76% among 410,000. AID 588856; note: potency is the fitted concentration of half-maximal effect; some results filed as inactive show a strong effect at the top dose
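CellTiter-Glo luminescence gave cytotoxicity after 18 hours at 37 degrees C. The cells were HepG2 CAGA-GFP in 1% FBS DMEM, stimulated with 500 pg/mL TGF-beta after compound addition. %Activity was normalised to no-cell wells (complete cell-killing) and DMSO (no toxicity), and curves were fitted and classified.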
Active calls of the source: *; i = inactive; u = inconclusive; x = not tested or not shown; & = joins results of further samples; [ ] = remark or other dose. Unless noted, calls come from the whole dose curve; as a rule, active = well fitted curve in the direction sought with a large enough effect; inconclusive = small, poorly fitted or top-dose-only effect, or another doubt; inactive = no such curve, though single readings can be large; an effect the other way counts as inactive or inconclusive. An unsorted share of the library; about 4.3% have a hit in one of these screens.

SMILES | Mm-Cpn inhibitor | Nrf2 block | A549 viability | Nrf2 activator | CCT modulator | TGFb SMAD3 inh | Abeta rescue | Akt phos inh | HepG2 tox
COc1cccc(C2/C(=C(\O)c3ccc4c(c3)OCCO4)C(=O)C(=O)N2CCCn2ccnc2)c1 (stereo not drawn) | -5% | 0% | -8% | 1.4% | -0.7 | 16% | 1% | i | 6%
COc1cc(-c2noc(C)c2/C=C/c2ccc(C(=O)O)cc2)cc(OC)c1OC | -5% | 2% | -2% | 0.6% | -3.6 | -1% | 4% | i | 1%
COC(=O)CCN(Cc1cc(OC)ccc1OC)S(=O)(=O)c1ccccc1Br | -2% | 7% | -5% | 0.2% | -3.3 | -17% | 10% | i | 2%
COc1ccc(-c2coc3c(C(=O)NCc4ccc(OC)c(OC)c4)cccc23)c(C)c1 | x | x | x | -0.8% | -0.6 | -13% | 2% | i | -7%
COc1ccc(NC(=O)c2ccccc2C(=O)N2CCCCC2)cc1 | 0% | u | 0% | 4.6% | 2.4 | 2% | 4% | i | 3%
O=C(c1ccco1)N1CCN(C(=O)c2cnn(-c3ccc(F)cc3)c2-n2cccc2)CC1 | x | x | x | 0.3% | -0.9 | -3% | -1% | i | -21%
CCOC(=O)c1c(NC(=O)CCC(=O)N(CC)CC)sc2c1CC(C)(C)OC2 | -2% | 5% | 4% | -1.4% | -10 | -1% | 2% | i | 1%
O=C(c1ccc(S(=O)(=O)Cc2cc(F)ccc2F)c([N+](=O)[O-])c1)N1CCOCC1 | x | x | x | 13µM* | -2.3 | u | -70%[inhibitor] | i | -83%
CCS(=O)(=O)N1CCC(C(=O)Oc2ccc(Br)cc2)CC1 | -2% | 5% | 1% | -0.7% | 1.0 | -1% | 5% | i | 0%
C/C(CC(=O)NC(C)C)=N\NC(=O)C(c1ccccc1)c1ccccc1 | 0% | -3% | 0% | -0.5% | 1.4 | -4% | -2% | i | -5%
O=C(N[C@@H]1C[C@H]2CC[C@@H]1C2)c1ccco1 | 0% | 7% | 4% | 0.1% | -4.2 | 4% | 5% | i | -27%
CCCCC[C@@H](C)N1C[C@@H](COCc2ccccc2)Oc2cc(N3CCC[C@H]3COC)ccc2S1(=O)=O | x | x | x | 0.2% | 0.7 | x | -3% | i | x
Cc1c(C(Nc2ccccn2)c2ccc(Cl)cc2)c(=O)n(-c2ccccc2)n1C (stereo not drawn) | x | 10% | 1% | -0.7% | 0.3 | -9% | 8% | i | -5%
O=C(NC1CC1)C1CCN(S(=O)(=O)c2cc([N+](=O)[O-])ccc2Cl)CC1 | 0% | 6% | 0% | 10% | -3.0 | 11% | -4% | i | 3%
O=C1C2C(c3ccccc3)CC=CC2[C@H](c2ccc(C(F)(F)F)cc2)N1Cc1ccccc1 (stereo partly drawn) | 2% | u | -18% | -1.5% | -0.3 | u | 6% | i | -33%
COc1ccc(C)cc1NC(=O)CC1NCCNC1=O (stereo not drawn) | x | -18% | -4% | -0.1% | x | 4% | 0% | x | -6%
O=C(c1ccco1)N1CC2(CC(c3ccc(Cl)cc3)=NO2)CN1Cc1ccc(Br)cc1 (stereo not drawn) | x | x | x | 0.0% | -2.0 | 1% | 22% | i | -22%
O=C(Nc1ccc(N=Nc2ccccc2)cc1)c1ccccc1Cl | 2% | u | -6% | 0.7% | 0.9 | -27% | -9% | i | -42%
O=C(COC(=O)c1cc(S(=O)(=O)N2CCc3ccccc3C2)ccc1Cl)NCc1ccco1 | -1% | 29% | 14% | u | -1.6 | -2% | 2% | i | -1%
O=C(c1ccc(F)cc1)c1cn(Cc2ccc(F)cc2)c2cc3c(cc2c1=O)OCCO3 | -11% | -1% | -2% | -1.1% | -1.3 | u | 0% | i | 1%

Another view of four compounds above:
| molecule | Mm-Cpn inhibitor | Nrf2 block | A549 viability | Nrf2 activator | CCT modulator | TGFb SMAD3 inh | Abeta rescue | Akt phos inh | HepG2 tox |
| --- | --- | --- | --- | --- | --- | --- | --- | --- | --- |
| O=C(c1ccco1)N1CC2(CC(c3ccc(Cl)cc3)=NO2)CN1Cc1ccc(Br)cc1 (stereo not drawn) | x | x | x | 0.0% | -2.0 | 1% | 22% | i | -22% |
| COC(=O)CCN(Cc1cc(OC)ccc1OC)S(=O)(=O)c1ccccc1Br | -2% | 7% | -5% | 0.2% | -3.3 | -17% | 10% | i | 2% |
| O=C(N[C@@H]1C[C@H]2CC[C@@H]1C2)c1ccco1 | 0% | 7% | 4% | 0.1% | -4.2 | 4% | 5% | i | -27% |
| CCS(=O)(=O)N1CCC(C(=O)Oc2ccc(Br)cc2)CC1 | -2% | 5% | 1% | -0.7% | 1.0 | -1% | 5% | i | 0% |

Additional entries.
SMILES | Mm-Cpn inhibitor | Nrf2 block | A549 viability | Nrf2 activator | CCT modulator | TGFb SMAD3 inh | Abeta rescue | Akt phos inh | HepG2 tox
Cc1ccc(C(=O)c2sc(Nc3ccc(F)cc3)c(C#N)c2N)cc1 | x | -4% | -8% | -0.3% | x | -23% | -11% | x | -7%
O=C(CN(C(=O)c1csnn1)c1ccc(Br)cc1)NC1CCCCC1 | 3% | -1% | -2% | -0.8% | 1.6 | -8% | 13% | i | 15%
COc1ccc(CNC(=O)N2CCN(c3ccccc3)CC2)cc1 | -2% | -27% | 3% | -0.8% | -2.3 | u | -5% | i | 1%
CC1CCCC(C)N1C(=O)COc1ccc(C(=O)Nc2ccccc2N2CCOCC2)cc1 (stereo not drawn) | 1% | 4% | 4% | 0.5% | 0.9 | -7% | -4% | i | -17%
O=C(COC(=O)c1ccc(NS(=O)(=O)c2ccc(F)c(F)c2)cc1)NCC1CCCO1 (stereo not drawn) | -1% | -4% | 0% | -0.9% | -4.7 | -6% | 3% | i | -1%
CCOc1ccc(S(=O)(=O)Nc2cccc(C(=O)NCC(c3ccc(OC)cc3)N3CCOCC3)c2)cc1 (stereo not drawn) | -3% | -24% | 1% | 0.2% | -0.2 | -2% | -9% | i | -22%
Cc1c(/C=N/NC(=O)c2cccnc2)cc(C#N)n1C | 0% | -6% | -4% | 0.2% | 0.1 | -4% | -2% | i | -2%
Cc1nc(NC(C)(C)CO)c([N+](=O)[O-])cc1[N+](=O)[O-] | -1% | -5% | -10% | -0.1% | -1.3 | 9% | -1% | i | 5%
Cc1ccc(NNC(=O)c2ccno2)c(C)c1 | -1% | -5% | -8% | 3.3% | 1.4 | 9% | 28% | i | 0%
Cc1ccc(NC(=O)c2ccc(-n3cncn3)c([N+](=O)[O-])c2)cc1F | -5% | -7% | -1% | -0.5% | 0.5 | -5% | 0% | i | -2%
O=C(O)C1CCN(C(=O)CCN2C(=O)S/C(=C\c3ccccc3)C2=O)CC1 | 6% | -11% | -9% | 0.4% | 0.9 | -7% | -7% | i | 2%
O=C(O)C(Cc1ccccc1)NC(=O)C(c1ccccc1)c1ccccc1 (stereo not drawn) | 2% | 0% | -6% | -0.3% | -0.9 | 0% | 7% | i | -28%
CCOC(=O)c1cnc(-c2ccccc2)[nH]c1=O | 0% | -1% | 5% | 4.4% | 0.7 | 13% | 14% | i | 0%
c1ccc2c(c1)ccc1nnc(-c3ccc4c(c3)OCO4)n12 | -4% | -4% | -4% | 2.6% | -3.6 | 8% | -5% | x | 0%
CCOc1ccccc1NC(=O)Nc1ccccc1OCc1cc(=O)n2ccccc2n1 | x | x | 6% | 5.4% | x | -1% | -13% | x | -8%
C/C(=N\NC(=O)CCCNc1ccccc1)c1ccncc1 | u | 5% | 10% | 0.3% | -2.1 | -12% | -6% | i | -6%
CC(=O)NC(c1cccs1)c1cc(F)c2cccnc2c1O (stereo not drawn) | -3%&-2% | u | -7% | -1.4% | x | u | 4% | x | -49%
COc1ccc(C(CC(=O)c2ccccc2)CC(=O)c2ccccc2)cc1OC | 0% | -9% | -19% | -0.2% | 0.5 | -5% | 8% | i | -1%
COc1cc(C(=S)N2CCOCC2)ccc1OC(=O)c1ccccc1[N+](=O)[O-] | -19% | -6% | -1% | -0.6% | -0.7 | -29% | 7% | i | -35%
O=C(CCS(=O)(=O)c1ccc(Br)s1)NC1CCCCCC1 | 1% | -7% | -16% | -0.7% | -0.2 | -8% | -29% | i | -4%
CC(C)OC(=O)c1c(NC(=O)Cn2cnc([N+](=O)[O-])n2)sc2c1CCCC2 | 1% | -1% | -13% | -0.7% | -0.6 | -16% | 16% | i | -4%
Cc1ccc(CNC(=O)CC(C)S(=O)(=O)c2ccc3c(c2)NC(=O)C(C)S3)cc1 (stereo not drawn) | -2% | u | -3% | 3.2% | -7.1 | u | -8% | i | -9%
Cc1cccc2c1cnn2C(=O)Nc1cc(F)ccc1F | 0% | u | -1% | 10% | -0.3 | 15% | -10% | i | 14%
COc1ccc(Cl)cc1N(CC(=O)NC(C)(C)C)S(=O)(=O)c1ccc(C)c([N+](=O)[O-])c1 | 2% | -11% | -6% | -1.0%[9.22 µM] | -0.8 | 1% | -6% | i | -19%
CCc1ccccc1NC(=O)c1nc(-c2ccncc2)no1 | x | -14% | -6% | 0.3% | x | 2% | 6% | x | -3%
COc1ccc(CCNC(=O)CSc2nc(=O)n3cccc(C)c3n2)cc1OC | 1% | 19% | 1% | 0.2% | -3.4 | -16% | -3% | i | -5%
COc1cc(OC)cc(C(=O)NC(=S)Nc2nc(-c3cc4ccccc4o3)cs2)c1 | 0% | 10% | 3% | 0.0% | -0.9 | -12% | u | i | -22%
COc1ccc(C(=O)COC(=O)CN2C(=O)C3C4C=CC(C5CC45)C3C2=O)cc1 (stereo not drawn) | 2% | 2% | 1% | -1.0% | -2.2 | 4% | 22% | i | -4%
O=C(O)C(C(=O)/C=C/c1ccco1)=C1SCCS1 | -1% | u | u | 28% | -4.2 | -24% | 11% | i | -7%

Bioassay records from PubChem.
